# Bfl-1 inhibitors: Bfl-1 inhibitors, primary screen, biochemical, fluorescence polarization, FITC-Bid, mouse (AID 432); displacement, % at 20 µM, or IC50 in µM where a hit was titrated; hit rate 0.02% among 64,000; FITC-Bid BH3 peptide fluorescence polarization displacement; higher % means a stronger effect; in the data active = a potency from the dose series; inactive = the rest, 99 in 100 with displacement below about 15%; note: strong numbers were not always called active
# PMK inhibit: inhibitors of Streptococcus pneumoniae phosphomevalonate kinase. purified PMK, PK/LDH-coupled NADH absorbance 340 nm. inhibition, % at 10 µM. hit rate 0.49% among 65,000. AID 539;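 active = top-ranked compounds by inhibition in the single 10 µM screen, taking a fixed number of the strongest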;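 note: 0% = full reaction with DMSO carrier and 100% = background rate without enzyme reaction; no value below 0 was filed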
# Alkaline phosphatase: inhibition of tissue-nonspecific alkaline phosphatase – biochemical, luminescent (AID 518); purified TNAP enzyme, luminescent substrate readout; higher % means a stronger effect; inhibition, % at 20 µM, or IC50 in µM where a hit was titrated; hit rate 0.09% among 64,000; in the data active = a potency from the dose series; inactive = the rest, 99 in 100 with inhibition below about 22%;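 note: plate controls were vehicle for no effect and reference inhibitor for full effect; many of its hits are not listed in these tables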
# Spn DPM-DC inh: S. pneumoniae DPM-DC inhibition | purified DPM-DC, PK/LDH coupled NADH fluorescence | calls only at 10 µM | hit rate 0.49% among 65,000;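 active = the 320 compounds with the highest percent inhibition in the single-dose primary screen, excluding strongly autofluorescent ones, cut at about 32% in these data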;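 note: kinetic rate of NADH fluorescence loss reporting ADP formed by the decarboxylase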
# KRASV12 cytotoxicity: cytotoxicity in KRAS-transformed pancreatic duct cells, primary screen, cell-based, fluorescence, HTS (AID 431) | one-dose cytotoxicity, % at 10 µM; EC50 in µM for titrated hits | HPDE-C7K KRASV12 cells, Alamar Blue viability, 48 h; higher % means a stronger effect | hit rate 1.7% among 63,000;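 active = compounds whose percent cytotoxicity in the single-dose primary screen, scaled between solvent and toxic-drug controls, exceeds 50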;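 note: 0% = DMSO solvent wells and 100% = doxorubicin-treated wells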
# Spn MK inh: blocks S. pneumoniae mevalonate kinase; purified MK, PK/LDH-coupled NADH absorbance 340 nm; inhibition, % at 10 µM; hit rate 0.48% among 65,000; AID 555;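 active = ranked among the strongest by inhibition in the single 10 µM screen, a fixed top-ranked set picked for dose follow-up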; note: no value below 0 was filed
# LYP inhibition: inhibition of human PTPN22 tyrosine phosphatase – biochemical, DiFMUP fluorescence, recombinant catalytic domain, 10 µM, primary screen (AID 606) | 52,000 tested, under 10 active | recombinant LYP catalytic domain, DiFMUP fluorescence; higher % means a stronger effect | inhibition, % at 10 µM, or IC50 in µM where a hit was titrated;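 active = IC50 under 40 µM in the dose-response test; inactive = IC50 of 40 µM or more, or never dose-tested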
# HT1080 viability: HT1080 cell viability loss – fluorescence readout (AID 620); HT1080 viability, fluorescence; higher % means a stronger effect; cytotoxicity, % at 10 µM; hits with a dose series show EC50 in µM; hit rate 0.42% among 87,000;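 note: cells exposed to compound overnight then 4 h with Alamar Blue; 0% = vehicle DMSO and 100% = killing control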
# HPDE-C7 viability: HPDE-C7 pancreatic duct cell viability loss – fluorescence, HTS (AID 430). HPDE-C7 pancreatic duct cells viability, fluorescence; higher % means a stronger effect. cytotoxicity, % at 10 µM, or EC50 in µM where a hit was titrated. hit rate 1.8% among 63,000;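 note: cells exposed to compound for 48 hours before viability readout; 0% = vehicle and 100% = reference cytotoxic drug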
# PMK inhibit pilot replicates: second read-out of PMK inhibit, no call of its own (marks repeat the call); inhibition, %; measured here: pilot screen replicates
# Spn MK inh pilot replicates: also measured in Spn MK inh; calls as there; inhibition, %; measured here: pilot screen replicates
# Spn DPM-DC inh pilot screen %: further read-out of Spn DPM-DC inh, marked with its call; inhibition, %; measured here: pilot screen trials
# Active calls of the source: *; i = inactive; x = no result given; + = active, no number. Cut-off read from the data, not from the text of the source, unless noted: active = cytotoxicity above about 50%; inactive = the rest.
SMILES,Bfl-1 inhibitors,PMK inhibit,Alkaline phosphatase,Spn DPM-DC inh,KRASV12 cytotoxicity,Spn MK inh,LYP inhibition,HT1080 viability,HPDE-C7 viability,others
O=C1C(C=NCCCN2CCOCC2)=C(O)c2ccccc21,-3%,18,4%,i,-12%,9,x,25%,-4%,
CC1C(O)=C(c2nc3ccccc3[nH]2)C(=N)N1c1ccccc1 (stereo unspecified),-7%,3,-18%,i,-8%,8,7%,3%,-22%,PMK inhibit pilot replicates=3.0;Spn MK inh pilot replicates=0.0;Spn DPM-DC inh pilot screen %=3.5
O=C(CSc1nnc(SCc2ccc(Cl)cc2)s1)N1CCN(C(=O)c2ccco2)CC1,0%,22,11%,i,-15%,0,x,x,-26%,PMK inhibit pilot replicates=3.0;Spn MK inh pilot replicates=0.0;Spn DPM-DC inh pilot screen %=3.0
Cc1cc(C(=O)OCC(=O)N(C)C2CCS(=O)(=O)C2)c(C)n1-c1ccccc1 (stereo unspecified),4%,9,4%,i,-1%,1,7%,-3%,-7%,
COc1ccc(OC)c(S(=O)(=O)NCc2cccnc2)c1,-8%,0,13%,i,-4%,6,9%,-3%,-13%,
CCN(CC)S(=O)(=O)c1ccc2c(c1)nc(SCn1nnc3ccccc3c1=O)n2CC,-3%,18,13%,i,10%,4,x,-4%,10%,PMK inhibit pilot replicates=0.0;Spn MK inh pilot replicates=0.0;Spn DPM-DC inh pilot screen %=0.0
COc1cccc(-c2cc(C(=O)N3CCN(C(c4ccccc4)c4ccccc4)CC3)no2)c1,-3%,6,4%,i,-8%,0,x,14%,-5%,
CCOC(=O)CSC1=C(C#N)C(c2ccc(Cl)cc2)CC(=O)N1 (stereo unspecified),-1%,0,-2%,i,-11%,5,6%,3%,-16%,
COCC(C)NC(=O)c1cc(-c2ccccc2OC)on1 (stereo unspecified),-3%,14,11%,i,x,7,8%,3%,x,
O=c1[nH]c2cc(Cl)cc(Cl)c2[nH]c1=O,-3%,12,4%,i,3%,8,x,-8%,5%,
O=C(O)CCn1c(SCc2ccccc2)nc2ccccc21,1%,6,11%,i,-2%,8,7%,35%,-15%,PMK inhibit pilot replicates=6.5;Spn MK inh pilot replicates=2.0;Spn DPM-DC inh pilot screen %=4.0
CCNc1nc(NCC)n2c(SCC(=O)O)nnc2n1,-11%,4,1%,i,-1%,2,x,-2%,-10%,
CC(C)CCNC(=O)CN(CC1CCCO1)C(=O)CCC(=O)Nc1nccs1 (stereo unspecified),8%,12,21%,i,-13%,11,x,-4%,-14%,
O=C(c1ccc(NS(=O)(=O)c2cccc3cccnc23)cc1)N1CCOCC1,x,4,x,i,x,3,12%,-4%,x,
COC(=O)CN1C(=O)COc2ccc(Cl)cc21,-3%,12,8%,i,1%,5,2%,1%,-8%,
O=C(Cn1c(=O)[nH]c2ccsc2c1=O)NC1CCCCC1,1%,2,6%,i,-16%,6,13%,3%,-37%,
CCCN1CCN(C(=O)c2cccc3c2C(=O)N(CCOC)C3)CC1,-2%,3,1%,i,-23%,7,3%,-1%,-12%,
COc1ccc(OC)c(-c2cc(C(=O)Nc3cc(C)n(Cc4ccc(Cl)cc4)n3)no2)c1,4%,18,9%,i,50%,0,4%,-10%,62%*,
Cc1ccc2c(c1)NC(=O)C(CC(=O)NCc1cccnc1)O2 (stereo unspecified),1%,7,9%,i,-1%,6,10%,2%,-8%,
CC(C)(C)c1ccc(C(=O)/C=C2\NC(=O)CS2)cc1,2%,15,4%,i,0%,1,-13%,-1%,-4%,
CS(=O)(=O)N(CC(=O)Nc1ccc2c(c1)OCCO2)c1ccc2c(c1)OCO2,-6%,8,3%,i,-4%,9,23%,-2%,-21%,
N#Cc1c(NCCO)nc(NCc2ccccc2)c2c1CCN(Cc1ccccc1)C2,8%,18,8%,+,41%,3,-5%,-1%,34%,
Cc1cc(C)n2nc(C(=O)Nc3cccnc3)nc2n1,0%,2,13%,i,8%,6,-31%,0%,-7%,
CN1C(=S)SC(C)(C)C1/[N+]([O-])=C/c1cccnc1 (stereo unspecified),-2%,8,13%,i,-16%,9,8%,-12%,-18%,
Cc1cc(NC(=O)c2ccccc2NS(=O)(=O)c2c(C)c(C)cc(C)c2C)no1,9%,2,10%,x,7%,11,9%,5%,10%,
CCOC(=O)Nc1oc2ccccc2c(=O)c1CN1CCOCC1,-4%,5,1%,i,2%,6,13%,-1%,5%,
O=C(NCCc1ccccc1)C1CC(c2ccccc2O)=NO1 (stereo unspecified),1%,8,10%,i,-6%,5,0%,-7%,0%,
COc1ccc(-c2nn(CCC(=O)O)cc2CCC(=O)O)cc1,3%,13,2%,i,2%,0,10%,4%,1%,
CCSc1nnc(NC(=O)c2csc3c2CCC(C)C3)s1 (stereo unspecified),0%,11,3%,i,8%,8,2%,-2%,2%,
Cn1nnnc1SCC(=O)N1CCN(C(c2ccccc2)c2ccccc2)CC1,-3%,2,8%,i,9%,5,14%,5%,-9%,
O/N=C(\c1ccc(Cl)cc1)c1cc2ccccc2o1,1%,0,20%,i,4%,7,3%,10%,3%,
O=C(NCCN1CCCC1)C1COc2ccccc2O1 (stereo unspecified),-2%,11,6%,i,-10%,0,x,-3%,-11%,PMK inhibit pilot replicates=1.0;Spn MK inh pilot replicates=0.0;Spn DPM-DC inh pilot screen %=0.0
COc1ccccc1-c1cn(S(=O)(=O)c2ccc(F)cc2)nc1N,-4%,2,24%,i,2%,12,-5%,-3%,-2%,
C=CCNc1sc(C(=O)C(C)(C)C)c(N)c1C#N,1%,12,10%,i,x,7,10%,2%,x,
CCn1c(CNC(=O)c2ccc(OC)cc2)nnc1SCC(=O)c1ccccc1,-4%,3,9%,i,-5%,1,8%,4%,-7%,
CCOc1ccc(OCC)c(NC(=O)c2ccc(CNc3c(N4CCOCC4)c(=O)c3=O)cc2)c1,-4%,19,8%,i,0%,3,6%,-5%,-3%,
Cc1nn(Cc2ccc(F)cc2)c(C)c1NC(=O)c1cc(-c2ccco2)on1,1%,1,4%,i,-4%,10,7%,0%,-6%,
Clc1ccc(OCc2nnc(SCCN3CCCCC3)n2Cc2ccco2)cc1,0%,8,14%,i,2%,5,0%,-13%,-4%,PMK inhibit pilot replicates=0.0;Spn MK inh pilot replicates=0.0;Spn DPM-DC inh pilot screen %=0.0
Cc1ccc(C2C3CSCC=C3C(C#N)=C(N)C2(C#N)C#N)cc1 (stereo unspecified),3%,5,10%,i,x,9,x,9%,17µM*,
Cc1ccc(-c2cc(C(=O)N3CCN(C(=O)c4ccco4)CC3)no2)cc1,1%,1,9%,i,2%,19,15%,4%,3%,
Cc1cccc2cc(CN(Cc3ccc(F)cc3)Cc3nnnn3C3CCCC3)c(=O)[nH]c12,-6%,11,6%,i,3%,6,0%,x,-7%,
Cc1oc(-c2ccccc2Cl)nc1CSCC(=O)N1CCCC1,0%,10,9%,i,13%,4,x,17%,17%,PMK inhibit pilot replicates=1.0;Spn MK inh pilot replicates=2.5;Spn DPM-DC inh pilot screen %=2.5
COc1ccccc1C(=O)Nc1ccc2c(c1)OCCO2,-3%,6,12%,i,-4%,3,-12%,-6%,-9%,
CCOC(=O)CSc1ncnc2c1cnn2-c1ccc(C)cc1,-3%,11,18%,i,16%,14,5%,2%,-6%,PMK inhibit pilot replicates=0.0;Spn MK inh pilot replicates=0.0;Spn DPM-DC inh pilot screen %=1.5
COc1ccc(-c2noc(CCCOc3ccccc3)n2)cc1OC,-4%,3,15%,i,4%,0,-10%,-7%,-6%,PMK inhibit pilot replicates=3.5;Spn MK inh pilot replicates=0.0;Spn DPM-DC inh pilot screen %=3.5
Cc1[nH]c2ccccc2c1Cc1nnc(SCC(N)=O)o1,-2%,0,-2%,i,5%,0,-1%,-4%,6%,
Clc1ccc(Cl)c2sc(N3CCOCC3)nc12,-5%,10,10%,i,-5%,8,7%,-3%,4%,
CC1(C)C=Cc2c(c3ccccc3[nH]c2=O)O1,7%,3,7%,i,4%,10,x,2%,11%,
NC(=O)C(Cc1ccccc1)NS(=O)(=O)c1ccc(N2CCCC2=O)cc1 (stereo unspecified),3%,0,14%,i,10%,4,x,-3%,4%,PMK inhibit pilot replicates=0.0;Spn MK inh pilot replicates=0.0;Spn DPM-DC inh pilot screen %=1.5
Cc1cc(C)n(C(=O)c2cccc(S(=O)(=O)N3CCOCC3)c2)n1,-2%,11,4%,i,x,9,3%,1%,x,
# Further entries
SMILES,Bfl-1 inhibitors,PMK inhibit,Alkaline phosphatase,Spn DPM-DC inh,KRASV12 cytotoxicity,Spn MK inh,LYP inhibition,HT1080 viability,HPDE-C7 viability,others
CCN(CC)CCCN(Cc1cc2cc3c(cc2[nH]c1=O)OCCO3)C(=O)Nc1ccc(F)cc1,-4%,6,9%,i,-2%,x,6%,-16%,1%,
C=CCC(NCc1ccco1)c1ccc(OC)cc1OC (stereo unspecified),3%,17,11%,i,-13%,8,6%,2%,-21%,PMK inhibit pilot replicates=5.0;Spn MK inh pilot replicates=6.0;Spn DPM-DC inh pilot screen %=4.5
COc1ccc(C2CC(=O)C3=C(C2)Nc2ncnn2C3c2ccccc2C)cc1 (stereo unspecified),-1%,6,6%,i,-9%,8,x,18%,-9%,
O=C(Nc1ccc(N2CCOCC2)cc1)C1CCCN(S(=O)(=O)c2ccccc2)C1 (stereo unspecified),-3%,11,2%,i,-1%,2,11%,-7%,0%,
CSCCC(NC(=O)c1cc(C(C)(C)C)oc1C)C(=O)O (stereo unspecified),-2%,0,0%,i,-2%,3,4%,1%,-9%,
CN(Cc1ccccc1)Cc1nc2c(c(=O)n(C)c(=O)n2C)n1Cc1ccc(Cl)cc1,-3%,5,6%,i,16%,7,6%,-10%,2%,PMK inhibit pilot replicates=0.0;Spn MK inh pilot replicates=7.0;Spn DPM-DC inh pilot screen %=0.0
COc1ccc(OC)c(NC(=O)c2cc3n(n2)C(C(F)(F)F)CC(c2ccc4c(c2)OCO4)N3)c1 (stereo unspecified),-1%,5,12%,i,42%,0,x,16%,44%,
CC(=O)CSc1ncnc2c1oc1ccccc12,1%,12,17%,i,4%,11,12%,-7%,-6%,
CCOC(=O)C1CCN(C(=O)C2CCN(S(=O)(=O)N3CCCC3)CC2)CC1,-4%,30*,8%,i,-5%,0,x,5%,-7%,
CCN(CC)c1nc2nonc2nc1N(CC)CC,-3%,3,2%,i,1%,14,0%,2%,5%,PMK inhibit pilot replicates=2.5;Spn MK inh pilot replicates=0.0;Spn DPM-DC inh pilot screen %=2.5
COn1c(C)c(C(C)=O)c2c3nonc3ccc21,2%,14,16%,i,-3%,11,5%,-4%,-7%,
Cn1c(=O)c2c(SCc3cccnc3)nc(CC(C)(C)C)nc2n(C)c1=O,5%,0,6%,i,-13%,8,5%,4%,-12%,
CC(=O)CCc1c(C)c2cccc(C)c2[nH]c1=O,4%,8,1%,i,15%,7,-2%,0%,-3%,

# High-throughput results: PubChem, several laboratories
